Compound activity deposited in PubChem by several laboratories.
S1P4 agonist: activates the human S1P4 receptor. 0.35% of 220,000 active. S1P4-expressing cell line, agonist reporter assay. O95977. activation, % at 4.98 µM; in the data active means activation above about 11%;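 further: 0% = DMSO vehicle and 100% = reference agonist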
Target sequence (O95977 whole entry, looked up): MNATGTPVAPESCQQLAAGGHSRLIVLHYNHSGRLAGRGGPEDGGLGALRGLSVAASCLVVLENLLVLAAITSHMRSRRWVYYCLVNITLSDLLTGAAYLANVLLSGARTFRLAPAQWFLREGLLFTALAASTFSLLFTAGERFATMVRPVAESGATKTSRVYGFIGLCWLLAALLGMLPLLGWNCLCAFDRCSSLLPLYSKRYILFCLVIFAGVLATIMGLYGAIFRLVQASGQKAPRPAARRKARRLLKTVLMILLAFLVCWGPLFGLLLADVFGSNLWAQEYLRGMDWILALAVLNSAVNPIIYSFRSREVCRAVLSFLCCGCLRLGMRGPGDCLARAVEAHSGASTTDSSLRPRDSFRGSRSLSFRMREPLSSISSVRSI
BaF3 parental: reduces parental Ba/F3 cell viability, JAK2V617F counter-screen; CellTiter-Glo ATP luminescence; 1.1% of 220,000 active; AID 1486; inhibition, % at 5.6 µM;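 active means inhibition above a per-campaign cutoff, the mean inhibition of all tested compounds plus 3 SD, cut at about 27% in these data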;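 further: 0% = DMSO wells and 100% = JAK Inhibitor I control wells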
NPY2 pot ag: potentiators or agonists of human neuropeptide Y receptor Y2. cells expressing NPY-Y2, potentiator/agonist read-out. activation, % at 3.6 µM. 0.45% of 220,000 active. AID 1359; in the data active means activation above about 27%;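 further: cells stimulated with NPY near EC25 plus isoproterenol at EC100; 0% = vehicle plus submaximal agonist and 100% = vehicle plus saturating agonist; some results beyond the cut were filed as inactive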
Target sequence (P49146 whole entry, looked up): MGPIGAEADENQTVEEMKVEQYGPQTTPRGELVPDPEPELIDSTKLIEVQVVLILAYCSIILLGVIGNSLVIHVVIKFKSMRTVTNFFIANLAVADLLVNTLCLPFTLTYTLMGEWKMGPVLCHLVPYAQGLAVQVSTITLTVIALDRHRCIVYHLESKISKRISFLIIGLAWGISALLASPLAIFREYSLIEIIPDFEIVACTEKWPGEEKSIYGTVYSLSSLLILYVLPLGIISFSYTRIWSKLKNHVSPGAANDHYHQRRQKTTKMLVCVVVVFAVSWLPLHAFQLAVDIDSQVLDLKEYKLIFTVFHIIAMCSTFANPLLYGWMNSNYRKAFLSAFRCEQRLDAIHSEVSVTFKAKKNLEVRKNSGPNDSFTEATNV
NPY Y1 blocker: blocks the human neuropeptide Y Y1 receptor; P25929; HEK293-CNG Y1 cells, membrane potential fluorescence; NPY at EC95, then isoproterenol; inhibition, % at 3.6 µM; 1% of 200,000 active; AID 1040;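 active means inhibition above the campaign mean inhibition of all tested compounds plus 3 SD, cut at about 20% in these data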;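 further: 0% = DMSO wells given NPY plus isoproterenol and 100% = isoproterenol alone without NPY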
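Assay system: HEK293 Y1/CNG channel cell line; Doses: single compound dose of 3.6 µM, 0.4% DMSO; Timing: dye 3 h, compound 60 min room temperature, stimulation 45 min; Technique: Membrane-potential fluorescent dye readout; Measure: % inhibition of NPY effect.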
NCF1 inh: blocks human p47phox regulatory protein of NADPH oxidases. P14598. p47phox/p22phox peptide binding, fluorescence polarization, 2 h. inhibition, % at 24.7 µM. 0.53% of 220,000 active. AID 1274;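 active means inhibition above about 30%, limit read from the data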;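 further: 0% = p47phox with labelled peptide and 100% = labelled peptide alone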
Ba/F3 V617F tox: reduce viability of Ba/F3 cells dependent on JAK2V617F. 1.1% of 220,000 active. inhibition, % at 5.6 µM. Ba/F3 EpoR-JAK2V617F viability, ATP luminescence;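 active means inhibition above the campaign mean plus 3 SD over all tested compounds, cut at about 24% in these data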;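 further: cytokine-independent growth of Ba/F3 cells driven by EpoR plus mutant JAK2; 0% = DMSO-treated cells and 100% = JAK inhibitor I control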
CHOP inh: inhibitors of CHOP induction in ER stress response | CHO-K1 CHOP-promoter luciferase, tunicamycin-induced, 15-18 h | inhibition, % at 10 µM | 3.8% of 220,000 active | AID 2732;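 active means compounds that reduced the stress-induced luciferase reporter signal by more than about 70% of percent inhibition, limit read from the data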;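 further: 0% = tunicamycin plus vehicle and 100% = wells without tunicamycin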
S1P4 antag: human S1P4 receptor antagonism; AID 1510; S1P4-expressing cells, antagonist mode, reporter read-out; 0.26% of 220,000 active; O95977; inhibition, % at 4.98 µM; in the data active means inhibition above about 29%;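 further: 0% = wells stimulated with agonist and 100% = vehicle wells without agonist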
NPY1 pot ag: human NPY-Y1 potentiation or agonism, primary screen; 0.37% of 220,000 active; activation, % at 3.6 µM; AID 1304; NPY-Y1 expressing cells, potentiator/agonist activation; in the data active means activation above about 33%, passing the limit was not always enough;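 further: cells stimulated with NPY at EC10 then isoproterenol at EC100; 0% = low agonist plus stimulus and 100% = saturating agonist plus stimulus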
The depositor's hits bear a star; nt = no result given.

SMILES	S1P4 agonist	BaF3 parental	NPY2 pot ag	NPY Y1 blocker	NCF1 inh	Ba/F3 V617F tox	CHOP inh	S1P4 antag	NPY1 pot ag
Cc1ccc(SCC2=NNC(=O)C2)cc1	-4.1	9	-13	12	-15	8	21	25	0
COC(=O)c1ccc(CN(c2ccccc2OC)S(=O)(=O)c2cccs2)o1	-2.9	0	-5	-2	-9	-6	11	-1	-14
CCCCc1nc(S(=O)(=O)c2ccc(Cl)cc2)c(N2CCOCC2)o1	0.8	4	-12	1	-2	-2	-13	-54	-8
CCOc1ccc(-c2cc(C(=O)NCCCN3CCN(CC)CC3)c3ccccc3n2)cc1	-0.7	7	-12	7	-5	3	-16	-10	-4
Cc1cc(/C=N/NC(=O)c2cccs2)c(C)n1-c1ccccc1	1.9	-3	11	7	-27	-3	66	10	4
COc1cc2cc(CN(CCCN3CCOCC3)Cc3nnnn3Cc3ccccc3)c(=O)[nH]c2cc1OC	0.6	3	11	4	-4	-3	-9	-5	-5
COC(=O)c1ccc(-n2c(C)cc(/C=N/Nc3nc(C)cc(=O)[nH]3)c2C)cc1	-1.2	-7	-30	nt	-7	3	-3	-13	-2
CN(C(=O)c1coc(=O)c2ccccc12)c1ccc(F)cc1	-1.4	3	6	0	-4	-5	21	1	21
O=C(c1cc(-c2ccncc2)nc2ccc(Br)cc12)N1CCN(Cc2ccc3c(c2)OCO3)CC1	-0.2	0	-5	-1	-11	1	32	10	13
CCCn1c(SCC(=O)Nc2nc3ccccc3s2)nc2c1c(=O)n(C)c(=O)n2C	3.3	0	9	2	9	-5	34	0	7
Cc1cc(Cl)ccc1NC(=O)C1CCCN1C(=O)c1cccs1 (centres undefined)	-3.1	9	-14	11	9	4	43	-10	-29
CCn1c(CC(=O)Nc2ccc(Cl)c(Cl)c2)nnc1SCc1ccc(Cl)cc1	-0.6	1	-3	-1	-3	-5	39	-9	-30
Brc1ccc(Nc2c3c(nc4ncnn24)CCC3)cc1	0.5	0	13	1	-6	-2	54	-10	-11
CCN(CC)c1nc(N(CC)CC)[nH]c(=O)n1	0.2	5	1	5	nt	3	nt	-12	0
O=C(Nc1cc(C(F)(F)F)ccc1Cl)C(NCc1ccccc1)c1ccccc1 (centres undefined)	-1.2	5	4	11	-22	3	33	-2	-3
COc1cc(/C=C(\C#N)C(=O)Nc2ccccc2C(=O)O)cc(Cl)c1OC	-0.4	0	16	0	-28	-7	9	-1	-4
CCCCNc1nc2cccnc2s1	-1.3	0	8	nt	2	-3	7	2	7
COc1cccc(NC(=S)NN=C2CCCCCC2)c1	-1.1	0	-6	1	1	2	-56	-12	-10
Cc1ccsc1C(=O)OCC(=O)NCc1ccc2c(c1)OCO2	1.4	3	-16	12	-1	-3	52	-20	-24
CC(=O)/C(=C/c1ccc(N(C)C)cc1)C(=O)c1ccccc1	-1.7	8	7	-4	-30	-2	11	-3	-9
O=C(CSc1nnnn1-c1ccccc1)Nc1ncc(Cc2cc(Cl)ccc2Cl)s1	-3.1	3	-15	3	-5	0	-1	-4	4
C=CCNC(=S)NNC(=O)COc1ccc2cc(Br)ccc2c1	-1.2	9	-7	7	-5	0	-8	-7	-14
O=C1C2CCCN2C(c2cccs2)N1c1ccc(Cl)cc1 (centres undefined)	-1.1	12	-3	5	-12	12	-19	-4	9
CN1C(=O)C(O)(CC(=O)/C=C\c2ccc3c(c2)OCO3)c2ccccc21 (centres undefined)	0.5	-3	-2	7	2	-2	59	4	6
N#Cc1c(/N=C/c2ccc(Br)s2)sc2c1CCC2	-3.4	-1	-20	1	-8	2	11	-3	-18

Among those listed so far, these contain fluorine.
SMILES	S1P4 agonist	BaF3 parental	NPY2 pot ag	NPY Y1 blocker	NCF1 inh	Ba/F3 V617F tox	CHOP inh	S1P4 antag	NPY1 pot ag
CN(C(=O)c1coc(=O)c2ccccc12)c1ccc(F)cc1	-1.4	3	6	0	-4	-5	21	1	21
O=C(Nc1cc(C(F)(F)F)ccc1Cl)C(NCc1ccccc1)c1ccccc1 (centres undefined)	-1.2	5	4	11	-22	3	33	-2	-3

An excerpt from above in order of their number in NPY1 pot ag, descending:
| smiles | NPY1 pot ag |
| --- | --- |
| CN1C(=O)C(O)(CC(=O)/C=C\c2ccc3c(c2)OCO3)c2ccccc21 (centres undefined) | 6 |
| Cc1cc(/C=N/NC(=O)c2cccs2)c(C)n1-c1ccccc1 | 4 |
| Cc1ccc(SCC2=NNC(=O)C2)cc1 | 0 |

(further entries)
SMILES	S1P4 agonist	BaF3 parental	NPY2 pot ag	NPY Y1 blocker	NCF1 inh	Ba/F3 V617F tox	CHOP inh	S1P4 antag	NPY1 pot ag
Cc1ccc(C(=O)NCCOC23CC4CC(CC(C4)C2)C3)cc1	-2.3	7	-14	-1	-4	3	16	1	-33
CC1(CCc2ccccc2)NC(=O)N(CC(=O)Nc2ccccc2)C1=O (centres undefined)	0.7	-6	15	nt	-18	-5	-29	-17	22
Cc1ccc(C2CC(C(F)(F)F)n3nc(C(=O)NCCN4CCOCC4)cc3N2)cc1 (centres undefined)	-1.6	4	-12	-5	-8	1	5	-3	-16
CCOc1ccc(C2c3[nH]c4ccccc4c3CCN2Cc2cn(CC)nc2C)cc1 (centres undefined)	1.3	-3	-7	10	-9	0	-2	-26	11
CCOC(=O)COc1cccc2c(=O)n(CC(N)=O)ccc12	2.0	-2	-12	nt	1	-3	8	-11	16
Cc1ccccc1C(=O)O/N=C(\N)c1cccc([N+](=O)[O-])c1	2.5	0	-5	2	-10	-3	37	-18	12
CN(c1ccc(S(=O)(=O)N2CCOCC2)cn1)C1CCCCC1	-0.2	3	4	-3	-6	-6	-10	-9	-14
Cc1cc2nc(CO)[nH]c2cc1C	-1.2	-4	-11	nt	-2	-4	0	-10	26
CC(=O)N1CCN(C(=S)NC(=O)c2c(-c3ccccc3Cl)noc2C)CC1	1.2	8	7	-1	-5	0	-9	-6	1
CNC1=C([N+](=O)[O-])CC([N+](=O)[O-])=C(N2CCNCC2)N1C	-0.3	6	-14	6	-5	2	-6	35*	3
CN(C)c1nc(NCc2ccccc2)nc(SCC(=O)Nc2ccc(Cl)c(Cl)c2)n1	4.2	6	-11	8	-39	0	60	-24	-15
CCOC(=O)C1CCN(C(=O)COc2cc(C)c(Br)c(C)c2)CC1	5.1	5	-3	9	5	0	12	-11	-4
Cc1cccc(N2CSC3=C(C#N)C(c4ccc(C)o4)CC(=O)N3C2)c1 (centres undefined)	-0.5	-2	-11	0	-16	-4	16	-12	-1
Cc1ccc2[nH]c3c(c2c1)CN(C(=O)CN1CCN(C(=O)c2ccco2)CC1)CC3	2.1	-2	2	nt	-8	-3	8	-2	7
CCOc1ccc(-c2cc(C(=O)NN=C3CCN(C)CC3)[nH]n2)cc1	-0.2	3	-11	6	6	2	-7	-11	-11
O=C(Oc1cccc(-n2cnnn2)c1)c1ccccc1	0.7	1	-1	2	0	-3	31	1	6
Cc1ccc(Sc2ncnc3onc(C)c23)c(C)c1	-0.2	5	6	-2	-6	-1	22	5	-12
CS(=O)(=O)N(CC(=O)N/N=C/c1cccc2c1OCCO2)c1ccccc1Br	-1.8	7	-9	1	-10	0	16	-2	-10
CCCn1c(SCC(=O)NCc2ccc(Cl)cc2)n[nH]c1=O	-0.9	-4	4	-1	0	0	-4	-18	13
CCNC(=S)NNC(=O)c1cc(-c2cccc(OCC)c2)nc2ccccc12	-0.3	1	-13	6	-21	-1	19	-21	-9
CNCC(=O)Nc1ccc(OC(F)(F)F)cc1	0.0	4	4	5	-3	-1	12	-18	21
CC[n+]1c(C)n(C)c2cc(S(=O)(=O)N(C)C)ccc21	1.0	3	-4	-2	-1	-3	5	-3	-2
CCCCNC(=S)Nc1ccc([N+](=O)[O-])cc1	-0.4	6	-1	1	-19	1	18	-8	11
N#Cc1nc(-c2cccc3ccccc23)oc1NCCN1CCCCC1	0.9	6	6	1	-18	-1	26	-14	-9
Clc1ncccc1-c1nc2ccccc2s1	-0.7	3	-6	2	-4	2	30	3	7

Additional compounds follow:
SMILES	S1P4 agonist	BaF3 parental	NPY2 pot ag	NPY Y1 blocker	NCF1 inh	Ba/F3 V617F tox	CHOP inh	S1P4 antag	NPY1 pot ag
O=C(NC(Cc1ccc(O)cc1)C(=O)O)c1ccco1 (centres undefined)	-1.3	4	-10	5	-1	4	-33	-20	2
COc1cccc2cc(C(C)N(CCCN3CCOCC3)C(=S)Nc3c(C)cccc3C)oc12 (centres undefined)	1.1	-3	-1	-1	0	-3	16	-7	-6
Cc1[nH]c(C(=O)N/N=C/c2ccc(C(=O)O)cc2)c(C)c1C(=O)N/N=C/c1ccc(C(=O)O)cc1	1.7	-1	-10	-7	2	0	5	-24	-17
C=CCC(CC)C(=O)NC(=O)N1CCCc2ccccc21 (centres undefined)	-0.2	2	4	nt	-11	-1	11	0	-5
N/C(=N\OC(=O)/C=C/c1ccccc1)c1ccc(Br)cc1	0.2	0	-6	9	-4	-5	0	-32	0
O=C1CC(c2ccccc2)n2nc(NC(=O)C3CCCO3)nc2N1 (centres undefined)	1.1	5	3	-3	-4	4	-11	-3	-9
COc1ccc(S(=O)(=O)N(Cc2cc3cc(C)ccc3[nH]c2=O)CC2CCCO2)cc1 (centres undefined)	-0.9	3	5	4	-7	1	39	3	-17
COc1ccc(CC(=O)NNS(=O)(=O)c2ccc3ccccc3c2)cc1OC	0.7	8	1	5	6	2	15	-11	14
CN(C1=C(NC(=O)c2ccc(Cl)cc2)C(=O)c2ccccc2C1=O)c1ccccc1	-2.4	3	72*	-20	9	0	4	-11	56*
Cn1cnnc1SCC(=O)NC1CCCc2ccccc21 (centres undefined)	1.8	2	-5	-4	-7	-1	21	-16	8
COc1ccccc1N1CCN(C(=O)c2ccc3[nH]c4c(c3c2)CCCC4)CC1	0.6	1	-6	1	-4	1	35	-36	8
COc1cc([N+](=O)[O-])cc(/C=N/NC(=O)CC#N)c1O	0.7	8	-4	-2	1	7	-1	-1	-22
COc1cc(CC(=O)NNC(=O)c2cc(C)oc2C)cc(OC)c1OC	4.8	7	8	-2	-8	-2	20	-23	-6
COc1ccc(OC)c(NC(=O)CCC(=O)Nc2nnc(C(F)(F)F)s2)c1	-1.1	2	12	0	-5	0	21	-10	2
COC(=O)C(C)(C)ONC(=O)Nc1ccccc1	194*	12	-16	5	-12	2	15	5	0
CCN(CC(=O)NCc1cccs1)c1ccc(S(=O)(=O)N2CCCC2)cn1	0.1	7	7	1	2	-2	-10	26	14
CC(=O)N1CCC(N(CCCOC(C)C)C(=O)Nc2ccc(Cl)cc2)CC1	-3.1	10	9	-3	nt	1	nt	1	13
Cc1cc(C(=O)Nc2ccccc2C(=O)N2CCCCC2)ccc1[N+](=O)[O-]	1.1	8	-5	0	-1	3	11	-15	-10
COc1cc(/C=N/NC(=O)CN(CCc2ccccc2)S(=O)(=O)c2ccc(NC(C)=O)cc2)cc(OC)c1OC	-0.1	6	1	-3	-17	3	-20	7	-4
CC(C)(C)c1cc(C(F)(F)F)nc(SCCCNC(=O)c2ccco2)n1	-0.2	3	7	-1	-8	1	86*	-8	7
CCn1c(SCC(=O)c2ccc(O)c(O)c2)nnc1-c1ccccc1	0.5	4	4	0	-6	4	-38	-11	4
CCCOc1ccc(C2C(C(=O)c3ccco3)=C(O)C(=O)N2CCN2CCOCC2)cc1OC (centres undefined)	-0.7	7	-7	2	-9	4	-2	1	10
CC(C)(C)NC(=O)CSc1nncn1NCc1cccc2ccccc12	1.6	5	-18	5	-1	4	10	6	-18
O=C(CSc1nc2ccccc2c(=O)n1CCCN1CCOCC1)NC12CC3CC(CC(C3)C1)C2	1.2	8	-26	6	-5	3	36	-3	-19
COc1cccc(/C=C/C(=O)c2cccc([N+](=O)[O-])c2)c1	1.9	2	5	-3	5	-1	-39	14	-18

An unsorted share of the library; overall some 7.1% were active at least once.
